# Screening results (PubChem BioAssay)
# AID inh: inhibitors of human activation induced cytidine deaminase; AID deamination FRET fluorescence, UDG-coupled, 4 h; hit rate 0.32% among 91,000; Potency, µM (top dose mostly 115 µM), for the others: at the highest dose activity change, negative = inhibition, most hits filed as inhibitors; note: nearly all actives have a fitted effect of over 25% in size
# Target sequence (Q9GZX7 whole entry, looked up): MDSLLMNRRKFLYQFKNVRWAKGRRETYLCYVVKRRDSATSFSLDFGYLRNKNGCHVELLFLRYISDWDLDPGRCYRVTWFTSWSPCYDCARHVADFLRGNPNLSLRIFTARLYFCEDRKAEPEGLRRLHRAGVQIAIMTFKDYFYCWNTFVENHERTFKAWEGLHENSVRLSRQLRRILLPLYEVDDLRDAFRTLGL
# UDG counter: counter-screen for AID inhibitors: uracil-DNA glycosylase inhibition; AID 1347430; FRET deamination/UDG coupled assay, UDG read, 4 h; Potency, µM (titrated, usually from 115 µM), for the others: at the top dose activity change, negative = inhibition, hits mostly inhibitors; hit rate 0.14% among 91,000; note: nearly all actives have a fitted effect of over 65% in size
# Starred values were filed as active, the others as inactive; ? = inconclusive; & = joins results of further samples; [ ] = another dose, or the depositor's remark. Calls come from the whole dose curve; as a rule, active = well fitted curve in the direction sought with a large enough effect; inconclusive = small, poorly fitted or top-dose-only effect, or another doubt; inactive = no such curve, though single readings can be large; an effect the other way counts as inactive or inconclusive. % is set by controls: 0 for no effect and ±100 for the full control effect; potency is the fitted concentration of half-maximal effect. These rows are one share of the data (hit frequency here may not be typical).
SMILES,AID inh,UDG counter
Cc1ccc(OCC(=O)OCc2cc(=O)n3nc(C4CCCCC4)sc3n2)cc1C,26%,-2%
O=C(O)C(C(=O)/C=C/c1ccc(Cl)cc1)=C1SCCS1,-3%,-3%
O=C(OCc1cc(=O)n2nc(C3CCCCC3)sc2n1)c1ccccc1Cl,2%,6%
Cn1cnc2c1c(=O)n(CC(=O)Nc1ccc3c(c1)OC1(CCCC1)O3)c(=O)n2C,-16%,-2%
O=C(Nc1ccccc1-n1cncn1)C1CCCCC1,-3%,-5%
COc1ccc(OCCNC(=O)c2ccc3c(c2)NC(=O)CS3)cc1,-3%,2%
CCCc1cc(=O)oc2c(C)c(OC(C)C(=O)NCCCn3ccnc3)ccc12 (stereo not given),1%,-6%
CN(C)C(=O)c1ccc(CNC(=O)c2nccnc2N)cc1,1%,4%
Cc1ccc(-c2nnc(Nc3ccccc3O)c3ccccc23)cc1,17%,-2%
CC(C)Sc1nnc(COc2ccc(Cl)cc2)n1C,1%,-14%
CCCN(C(=O)c1cc2c(Cl)nc3ccccc3c2s1)c1cccc(C)c1,?,-18%
O=C1C(c2ccccc2)=S=C2c3ccccc3C=CN12,20%,0%
Cc1ccc2nc(-c3ccccn3)c(Nc3ccc(F)cc3)n2c1,1%,7%
Cc1nnnn1-c1cccc(NC(=O)NC2CCCCC2)c1,-5%,-6%
O=C(NCCNC(=O)c1ccccc1Nc1ccccc1)c1ccccc1Nc1ccccc1,-12%,-17%
CC(=O)N1c2ccc(S(=O)(=O)N(C)CC(=O)NCCc3ccc(Cl)cc3)cc2CC1C (stereo not given),-1%,4%
O=C(/C=C/c1ccc(F)c(F)c1)c1cc2ccccc2o1,-9%,2%
CCc1ccc(C2=NN(C(=O)Cc3ccc(OC)cc3)C(O)(C(F)(F)F)C2)cc1 (stereo not given),-4%,-4%
CC(=O)Nc1ccc(CNC2CCC(C(F)(F)F)CC2)cc1 (stereo not given),3%,3%
COc1ccc2[nH]c(=O)c(COC(=O)c3ccccc3F)cc2c1,15%,8%
Cc1cccc(C2(C(=O)C(C#N)C(=O)Nc3ccccc3F)CC2)c1 (stereo not given),-3%,10%
O/N=C/c1cccc(OCc2ccc(F)cc2)c1,5%,2%
Cc1ccc(NC(=O)c2nc(S(C)(=O)=O)ncc2N(Cc2ccccc2)Cc2ccco2)c(C)c1,1%,-2%
CCOC(=O)C1=C(N)Oc2c(oc(CO)cc2=O)C1c1ccccc1F (stereo not given),3%,1%

# Single records, from the list above. Screens in order: AID inh | UDG counter
# Record of Cc1ccc(NC(=O)c2nc(S(C)(=O)=O)ncc2N(Cc2ccccc2)Cc2ccco2)c(C)c1 = 1% | -2%
# Record of CC(=O)Nc1ccc(CNC2CCC(C(F)(F)F)CC2)cc1 (stereo not given) = 3% | 3%
# Record of Cc1cccc(C2(C(=O)C(C#N)C(=O)Nc3ccccc3F)CC2)c1 (stereo not given) = -3% | 10%
# Record of Cc1nnnn1-c1cccc(NC(=O)NC2CCCCC2)c1 = -5% | -6%
# Record of O=C(NCCNC(=O)c1ccccc1Nc1ccccc1)c1ccccc1Nc1ccccc1 = -12% | -17%

# The listing continues.
SMILES,AID inh,UDG counter
O=C(c1ccncc1)N(Cc1cccs1)C1CC1,-3%,-1%
CC(=O)c1ccc(NC(=O)C2CCN(S(=O)(=O)c3ccc4c(c3)CCCN4C(=O)C3CCC3)CC2)cc1,6%,4%
CC(=O)N1CCC(C(=O)NCCC2=CCCCC2)CC1,-4%,-2%
COc1ccc(CNC(=O)Cc2c(C)c3c(cc(C)c4c(C)coc43)oc2=O)cc1OC,4%,7%
Cc1ccc(C)c(NC(=O)C(Sc2ccc(S(=O)(=O)N3CCCC3)cn2)c2ccccc2)c1 (stereo not given),1%,10%
O=C(CN1C(=O)COc2ccc(S(=O)(=O)N3CCCCCC3)cc21)N1CCN(c2cccc(C(F)(F)F)c2)CC1,?,-16%
C/C(=N/Nc1ccccc1C(F)(F)F)c1ccc(Cl)cc1Cl,-5%,1%
Cc1ccc(S(=O)(=O)N2CCC(n3c(C)nc4cccnc43)CC2)c(C)c1,-21%,22%
Cc1ccc(S(=O)(=O)c2nc(-c3ccco3)oc2SCc2ccccc2Cl)cc1,16%,-11%
CS(=O)(=O)Oc1ccc2c(=O)c(-c3ccc(Cl)cc3)c(C(F)(F)F)oc2c1,-7%,-7%
CC(C)c1nnc(NC(=O)c2cc(=O)c3cc(Cl)cc(Cl)c3o2)s1,-5%,5%
CS(=O)(=O)N1CCCC(c2nc3ccccc3o2)C1 (stereo not given),2%,-2%
Cc1c(C(=O)N(C)C)sc2c1c(=O)n(-c1ccccc1C(F)(F)F)c(=O)n2Cc1cccc(F)c1,-8%,0%
c1cnc(N2CCCCC2)c(CNCC2CNc3ccnn3C2)c1 (stereo not given),-4%,-3%
Cc1cc(C)c(S(=O)(=O)N2CCC(N3CCN(Cc4ccccc4)C(=O)C3=O)CC2)c(C)c1,-10%[57.5 µM],-16%[57.5 µM]
O=S(=O)(c1ccc2c(c1)OCCO2)c1nc(-c2ccco2)oc1NCCCN1CCOCC1,3%,7%
CCN(CC)C(CNC(=O)/C=C/c1cccs1)c1ccccc1 (stereo not given),-4%,-9%
CC(C)C(=O)Nc1ccc(NC(=O)C(Cl)(Cl)Cl)cc1,8%,9%
CC(C)CCNC(=O)c1c[nH]c2ccc(S(=O)(=O)Nc3cccc(C(F)(F)F)c3)cc2c1=O,3%,5%[57.5 µM]
COc1ccc2c(CNCc3ccco3)c(C(=O)O)n(Cc3cccc(F)c3)c2c1,-3%,-12%[57.5 µM]
O=C(CCc1nc(CS(=O)(=O)c2ccc(F)cc2)no1)NCCc1ccccc1Cl,-9%,0%
CCCCCC(=O)N1c2ccccc2C(C)(c2ccccc2)CC1(C)C (stereo not given),-17%,-1%
O=C1CSc2ccc(C(=O)OCC(=O)c3cccs3)cc2N1,37%[activator],-4%
COc1cc(/C=C/[N+](=O)[O-])c2c(c1Br)CCCO2,-20%,-1%
Cc1nc2c3c(C)c(C)n(Cc4ccccc4)c3ncn2n1,-6%,-1%
Cc1[nH]c2ccccc2c1C(=O)COc1ccc(C(N)=O)cc1,0%,3%
Cc1ccc(-c2noc(CNc3ccccc3F)n2)cc1,-8%,-8%
CCc1cccc(N2C(=O)CSC23C(=O)Nc2ccccc23)c1 (stereo not given),-22%,-6%
CCn1cc(C(=O)N(C)c2cc(C)ccc2C)c2cc(OC)c(OC)cc2c1=O,6%,3%
CSCCC(NS(=O)(=O)c1ccc2c(c1)oc(=O)n2C)C(=O)N1CCN(c2ccc(F)cc2)CC1 (stereo not given),4%,-3%[57.5 µM]
CCOC(=O)N1CCC(NC(=O)c2cnn(-c3ccccc3)c2C2CCN(C(=O)OC(C)(C)C)CC2)CC1,9%,-14%
CCCOc1ccc(NC(=O)C(=O)NCCCN2CCOCC2)cc1,-9%,9%
O=C(O)c1ccc(C2CCCCC2)cc1,-3%,-4%
CCN(CC)S(=O)(=O)c1ccc(C(=O)Nc2c(C)cc(Br)cc2Cl)cc1,-5%,0%
O=C(NC1CCCCC1)c1cc(Sc2cccc(Cl)c2)nc2ccccc12,8%,-8%
COc1ccc(NC(=O)CSc2nnc3c(C)cc4ccccc4n23)cc1,5%,0%

# Structures listed so far that have a thiophene ring, fused or not, in the order listed:
SMILES,AID inh,UDG counter
CCCN(C(=O)c1cc2c(Cl)nc3ccccc3c2s1)c1cccc(C)c1,?,-18%
O=C(c1ccncc1)N(Cc1cccs1)C1CC1,-3%,-1%
Cc1c(C(=O)N(C)C)sc2c1c(=O)n(-c1ccccc1C(F)(F)F)c(=O)n2Cc1cccc(F)c1,-8%,0%
CCN(CC)C(CNC(=O)/C=C/c1cccs1)c1ccccc1 (stereo not given),-4%,-9%
O=C1CSc2ccc(C(=O)OCC(=O)c3cccs3)cc2N1,37%[activator],-4%

# (further entries)
SMILES,AID inh,UDG counter
Cc1cc(C)c(NC(=O)CSc2nc(=O)[nH]c3c2CCCC3)c(C)c1,-4%,-8%
C=C(C)CSc1nc2sc3c(c2c(=O)n1-c1ccccc1)CC(C(C)C)OC3 (stereo not given),9%,-3%
COC(=O)c1c(NC(=O)c2cc3nc(-c4ccc(OC)cc4)cc(C(F)(F)F)n3n2)sc2c1CCCC2,1%,0%
COc1cc(Cl)c(C)cc1-n1cc(C(=O)c2cc(Cl)ccc2O)cc(C#N)c1=O,9%,61%[activator]
CCOc1cc(/C=C/C(=O)OC(C)C(C)=O)cc(Cl)c1OC (stereo not given),0%,4%
COc1ccc(N2CC(NC(=O)/C=C\c3ccccc3)CC2=O)cc1 (stereo not given),-1%,-8%
Cc1ccc(CNC(=O)c2scnc2C)s1,3%,-1%
CCc1ccc(N2C(=O)CSC23C(=O)N(Cc2cccc(F)c2)c2ccccc23)cc1 (stereo not given),-16%,0%
CC(NC(=O)CN1C(=O)COc2ccc(Cl)cc21)c1ccccc1 (stereo not given),-4%,-19%
COc1cc(OC)c(NC(=O)NCc2ccc3c(c2)CCN3C(=O)c2ccccc2)cc1Cl,14%,-7%
COc1ccc(Cn2c(CCC(=O)Nc3ccc(C)cc3C)nc3cccnc32)cc1,1%,9%
Cn1c(=O)c2c(ncn2CC(=O)Nc2ccc(Cl)c([N+](=O)[O-])c2)n(C)c1=O,-11%,-8%
C=CCn1cnnc1SCC(=O)c1c[nH]c2ccccc12,4%,1%
COc1cc(NC(=O)Cn2c(=O)n(Cc3ccccc3)c(=O)c3oc4ccccc4c32)cc(OC)c1,3%,2%
COc1ccc(C(=O)Nc2ccc3oc(-c4cccnc4)nc3c2)cc1,-1%,5%
CC(=O)c1sc(Cc2cccc(Cl)c2)nc1C,8%,1%
CCc1oc2ccccc2c1/C=C(/C#N)C(=O)NC1CC1,-14%,-6%
COC(=O)c1ccc(C(=O)Nc2ccc(-c3nc4cc(NC(=O)c5ccc(C(=O)OC)cc5)ccc4o3)cc2)cc1,5%,2%
CC(C)c1ccccc1NC(=S)NCCCNC(C)(C)C,0%,13%
CCCc1c2c(nn1-c1cc(Cl)ccc1OC)CC(C)(C)CC2=O,-10%,-1%
CSc1ccc(CCNC(=O)CN2C(=O)c3cccnc3Oc3ccc(C)cc32)cc1,-25%,6%
CCn1c(=N)c(C(=O)NCc2ccccc2)cc2c(=O)n3cc(C)ccc3nc21,-3%,15%
CCc1nn2c(=O)cc(COC(=O)C(c3ccccc3)c3ccccc3)nc2s1,?,7%
Oc1ccc(C(c2c[nH]c3ccccc23)c2c[nH]c3ccccc23)cc1,17%,-4%
CCn1c(CSc2n[nH]c(-c3ccccc3)n2)nc2cc(S(=O)(=O)N3CCCCC3)ccc21,6%,1%
Cc1cc2oc(=O)cc(CN3CCN(C(=O)C4COc5ccccc5O4)CC3)c2cc1C (stereo not given),-13%,4%
O=C1CCSc2c1cccc2C(=O)Nc1ccc(F)c(Cl)c1,3%,6%
Cc1c(NC(=O)CCSc2nc3c(=O)n(C)c(=O)n(C)c3n2C)cccc1C(F)(F)F,-8%,-1%
CCOc1ccc(N(C)S(=O)(=O)c2ccc3c(c2)C(C)(C)C(=O)N3C)cc1,-18%,4%
CN(C)c1ccc(C(CNC(=O)c2ccc(C(C)(C)C)cc2)N2CCOCC2)cc1 (stereo not given),?,0%
CCOc1ccc(NC(=O)Cn2nnc(C(=O)Nc3ccc(OCC)cc3)c2N)cc1,7%,3%
COc1ccccc1NC(=O)CCCOc1cc(=O)n(C)c2ccccc12,-11%[57.5 µM],-9%[57.5 µM]
CC(C)c1ccc2c(c1)-c1ccccc1S(=O)(=O)N2CC(=O)N1CCCCC1,?,-2%
COc1ccc2c(c1OC)C(=O)OC2Nc1nc(-c2ccc(C)cc2)cs1 (stereo not given),3%,7%
O=S(=O)(NCCO)c1ccc(Cl)c2ccccc12,-18%,-7%
COc1cc(Nc2nc3ccccc3nc2C(=O)OCC(C)C)cc(OC)c1,2%,-3%
CSc1ccc(C)c(C(=O)NC2CCCCCCC2)c1,-14%,-5%
O=C1Nc2ccccc2CCC1n1nc(-c2ccccc2Cl)ccc1=O (stereo not given),-13%,-12%
CC(C)NC(=O)N1[C@H](c2cccs2)[C@@H](C)C(=O)[C@@H](C)[C@@H]1c1cccs1,-11%,-4%
Cn1c(=O)n(C)c2cc(N3CCCCC3)c(NC(=O)Nc3ccc(Br)cc3)cc21,22%,-6%
O=C1CCCC2=C1C(c1ccco1)Nc1ccc3ccccc3c12 (stereo not given),5%,-6%
COCCNC(=O)N1CC=C(c2ccc(F)cc2)CC1,-1%,-2%
CC1=C(C(=O)N2CCN(c3ccc(Cl)cc3)CC2)C2(CCC(C)CC2)OC1=O (stereo not given),-8%,-21%
CCOC(=O)C1=C(CN(Cc2ccco2)C2CCCC2)NC(=O)NC1c1ccc(C)cc1 (stereo not given),?,-8%
COc1cccc(CN(C)CC(C#N)CCC#N)c1OC (stereo not given),-4%,-6%
Cc1nn(-c2ccc(=O)[nH]n2)c2c1C(c1cccc3nccnc13)CC(=O)N2 (stereo not given),37%[activator],-5%
CCOC(=O)c1cccc(NC(=O)N2CCC(CN3CCc4ccccc4C3)CC2)c1,21%&24%,6%&5%
CC1CCCCN1S(=O)(=O)c1cc2c(=O)nc3ccccn3c2cc1Cl (stereo not given),-17%,-10%
COc1ccc2c(C)c(CC(=O)O)c(=O)oc2c1OC,-4%,-3%
